# High-throughput results from PubChem.
# Fam108B counter: Fam108B inhibition, counter-screen for RBBP9 inhibitors | recombinant Fam108B, FP-Rh probe fluorescence polarization | inhibition, % at 9.51 µM | 0.33% of 300,000 active;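 active = inhibition above the screen mean inhibition plus 3 SD, computed separately per campaign, cut at about 18% in these data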;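 also: inhibitors lower polarization as less probe binds the enzyme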
# MEX-5 binding: C. elegans MEX-5 TCR-2 RNA binding activity; Q9XUB2; 0.38% of 300,000 active; activity score (negative = inhibition of binding), % at 10 µM; MEX-5/FITC-TCR2 RNA binding, fluorescence polarization; hits give low values;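 active = inhibition past about -25% in most replicates, and total fluorescence under double the plate's negative control median, limit read from the data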;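 also: 0% = DMSO and -100% = 5 µM competing unlabeled TCR2 RNA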
# Target sequence (Q9XUB2 whole entry, looked up): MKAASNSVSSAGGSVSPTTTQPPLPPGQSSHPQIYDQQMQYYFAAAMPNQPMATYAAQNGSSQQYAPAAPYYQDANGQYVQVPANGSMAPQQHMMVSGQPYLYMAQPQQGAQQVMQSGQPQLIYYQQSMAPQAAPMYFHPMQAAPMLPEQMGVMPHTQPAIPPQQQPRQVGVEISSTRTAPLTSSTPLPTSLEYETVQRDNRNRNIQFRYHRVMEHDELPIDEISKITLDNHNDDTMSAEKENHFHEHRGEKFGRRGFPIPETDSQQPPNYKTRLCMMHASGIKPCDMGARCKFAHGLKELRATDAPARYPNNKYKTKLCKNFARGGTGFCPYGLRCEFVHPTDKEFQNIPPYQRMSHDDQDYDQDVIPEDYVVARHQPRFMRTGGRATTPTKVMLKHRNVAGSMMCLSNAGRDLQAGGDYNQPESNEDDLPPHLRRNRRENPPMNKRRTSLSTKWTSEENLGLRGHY
# VLA-4 inh: inhibition in a human VLA-4 binding assay; P13612; VLA-4 expressing cells, ligand binding flow cytometry; inhibition, % (about 7 µM as worked out from the volumes in the protocol); 0.2% of 330,000 active; AID 2557; in the data active = inhibition above about 50%
# BCLXL inh: inhibitors of human Bcl-xL; GST-Bcl-xL / FITC-Bim BH3 peptide fluorescence polarization; inhibition, % at 10.9 µM; 0.7% of 320,000 active; AID 2129;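 active = inhibition above the mean of all tested compounds plus 3 SD, cutoff set per campaign, cut at about 30% in these data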;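 also: 0% = DMSO wells and 100% = unlabeled Bim-BH3 peptide competitor; inhibitors lower millipolarization by displacing the labeled peptide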
# Target sequence (Q07817 whole entry, looked up): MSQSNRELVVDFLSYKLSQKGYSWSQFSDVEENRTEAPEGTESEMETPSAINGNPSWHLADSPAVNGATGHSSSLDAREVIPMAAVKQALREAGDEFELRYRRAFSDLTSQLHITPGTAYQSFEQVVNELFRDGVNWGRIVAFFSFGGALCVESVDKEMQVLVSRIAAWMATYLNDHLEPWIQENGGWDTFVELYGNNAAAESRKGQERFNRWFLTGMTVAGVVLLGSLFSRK
# MCL1-BIM inh: disrupts human MCL1 binding to BIM-BH3 peptide. Q07820. GST-MCL1 / FITC-Bim-BH3 fluorescence polarization. inhibition, % at 10.9 µM. AID 2057. 0.68% of 320,000 active;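 active = inhibition above the mean inhibition of all tested compounds plus 3 SD, set per campaign, cut at about 40% in these data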;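 also: 0% = DMSO wells and 100% = unlabeled Bim-BH3 peptide control; higher means more loss of mP so more displacement of Bim peptide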
# Target sequence (Q07820 whole entry, looked up): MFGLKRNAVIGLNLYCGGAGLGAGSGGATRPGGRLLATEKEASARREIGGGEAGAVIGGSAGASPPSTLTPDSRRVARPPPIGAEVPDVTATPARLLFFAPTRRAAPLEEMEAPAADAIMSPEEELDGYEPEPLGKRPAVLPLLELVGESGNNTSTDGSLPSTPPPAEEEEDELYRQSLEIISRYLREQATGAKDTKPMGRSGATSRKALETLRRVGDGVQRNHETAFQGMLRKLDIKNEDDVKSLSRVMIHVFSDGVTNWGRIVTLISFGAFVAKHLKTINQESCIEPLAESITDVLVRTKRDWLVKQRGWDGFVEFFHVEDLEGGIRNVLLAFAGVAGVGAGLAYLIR
# PME-1 primary: PME-1 (human) inhibition. recombinant PME-1, FP-Rh probe fluorescence polarization. inhibition, % at 5.9 µM. 0.53% of 320,000 active. Q9Y570;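 active = inhibition above the campaign mean of all compounds plus 3 SD, cut at about 26% in these data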;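 also: competitive labeling of PME-1 active site by serine hydrolase directed probe; 0% = PME-1 with DMSO and 100% = wells lacking PME-1 enzyme; inhibitors block probe labeling so polarization falls and inhibition rises; many of its hits are not listed in these tables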
# GRK2 inh: inhibitors of human GRK2 displacing RNA aptamer | 0.59% of 330,000 active | AID 488847 | P25098 | inhibition of aptamer binding, % at 10 µM | bead flow cytometry, FAM-aptamer displacement from GRK2;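 active = inhibition of aptamer binding above 40%, roughly 3 SD of noise, on plates passing a quality check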;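 also: median bead fluorescence of bound FAM aptamer so fluorescent compounds give negative values; no value below 0 was filed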
# GLD-1 TGE inh: GLD-1-TGE RNA interaction inhibition (C. elegans). Q17339. purified GLD-1 + fluorescein TGE RNA, fluorescence polarization. inhibition, % at 5.96 µM. 0.44% of 320,000 active. AID 2280;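 active = percent inhibition above a per-plate cutoff, the plate mean of test compounds plus 3 SD, cut at about 30% in these data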;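 also: 0% = DMSO wells with GLD-1 and probe and 100% = wells lacking GLD-1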
# Efflux pump inh: blocks antifungal efflux pumps in multiplex yeast assay; S. cerevisiae Candida pump triplex, Nile Red efflux; inhibition, % at 10 µM; 0.44% of 330,000 active; AID 485275;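 active = plate passing quality check with inhibition over a set limit, or well fluorescence over plate mean plus 4 SD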;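 also: Nile Red retained in pooled yeast measured as flow cytometry median fluorescence; 0% = buffer negative control and 100% = Enniatin B positive control; higher means more Nile Red kept so more efflux inhibition; some compounds called inactive have numbers as strong as hits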
# Starred values were filed as active, the others as inactive; . = not tested or not shown. An excerpt, so the mix of outcomes need not match the whole.
SMILES,Fam108B counter,MEX-5 binding,VLA-4 inh,BCLXL inh,MCL1-BIM inh,PME-1 primary,GRK2 inh,GLD-1 TGE inh,Efflux pump inh
O=C(OCCN(C1=NS(=O)(=O)c2ccccc21)c1ccc(Cl)cc1)c1ccco1,1,-0.7,3,0,0,27*,2,4,0.1
CC(Oc1ccc(C(=O)c2ccccc2)cc1)C(=O)Nc1ccc(S(N)(=O)=O)cc1 (stereo not given),-9,2.7,15,8,4,-1,0,5,-0.2
COCc1ccc(C(=O)N2CCCC(C(=O)c3ccc(SC)cc3)C2)s1 (stereo not given),-1,2.1,10,4,-4,13,0,1,0.1
Cc1ccc(-c2nnc(SCC(=O)N/N=C/c3ccc(C)s3)n2-c2ccccc2)cc1,0,1.1,-5,-3,-6,-2,0,8,-2.4
COc1ccc(CCNC(=O)CNC(=O)c2ccc(Br)o2)cc1OC,0,-1.3,-1,12,5,-4,0,-1,0.0
O=S(=O)(NCc1ccco1)c1ccc(S(=O)(=O)N2CCCCC2)cc1,5,0.0,-9,-1,0,3,2,6,-0.1
COCCCn1c(-c2ccccc2Cl)n[nH]c1=S,-6,-2.9,-2,-13,-16,-1,0,2,0.1
O=C(c1ccco1)N1CCCC(c2nc(-c3ccc(S(=O)(=O)NCc4ccccc4)cc3)no2)C1 (stereo not given),-1,.,-4,-2,-2,7,1,2,0.2
COc1ccc(N(C)C(=O)CN(C)S(=O)(=O)c2ccc3c(c2)c(=O)n(C)c(=O)n3C)c(OC)c1,3,-6.8,-104,-1,-6,2,2,1,-0.1
O=C(O)c1ccc(Cl)c(NC(=S)NC(=O)c2ccccc2[N+](=O)[O-])c1,6,-1.7,3,2,7,4,0,7,-0.1
N#Cc1cc(-c2ccccc2)cn(Cc2c(Cl)cccc2Cl)c1=O,-7,1.8,.,3,3,6,2,-7,-0.2
CCCCCn1c(CN2CCN(Cc3ccccc3)CC2)nc2c1c(=O)[nH]c(=O)n2C,3,0.1,-6,-1,5,2,6,1,-0.2
COc1ccc(-c2nn(-c3ccccc3)cc2C(=O)Nc2cccc(C(=O)O)c2)cc1[N+](=O)[O-],-11,0.0,2,9,3,-34,2,8,0.0
COc1cccc(C2C(C(N)=O)=C(C)Nc3nc(CCCO)nn32)c1 (stereo not given),-3,0.8,-4,6,11,-4,5,-3,0.5
COc1ccc(CCN2C(=O)C3C(C2=O)C2C=CC3C23CC3)cc1OC (stereo not given),0,0.6,2,-3,-6,-2,1,4,-0.1
CCn1cc(CN(C)S(=O)(=O)c2ccc3ccccc3c2)c(C)n1,0,-1.9,-3,7,8,-2,0,-6,0.2
O=S(=O)(Nc1ccon1)c1ccc(Br)s1,0,0.7,21,6,6,2,0,0,0.1
CCS(=O)(=O)N1CCC(C(=O)Nc2ccc(C(C)=O)cc2)CC1,2,-1.9,-4,0,0,6,2,-12,0.7
O=C(CC1CC2CCC1C2)NCCc1ccc(Cl)cc1 (stereo not given),1,0.4,12,1,-4,-1,0,3,0.0
C[C@@H]1CCC[C@@]2(O[C@H](CCO)C[C@@H](O)[C@@H]2O)O1,-2,0.6,.,2,3,5,.,-9,.
CCN(CC)c1ccc(/C=N/NC(=O)c2ccc([N+](=O)[O-])cc2)cc1,2,-1.0,3,3,0,5,0,5,0.0
Cc1ccc(S(=O)(=O)N2CCCC(C(=O)N3CCCc4ccccc43)C2)cc1 (stereo not given),3,1.3,-9,5,2,1,1,1,-0.1
CCOC(=O)NNC1CC(=O)N(c2ccccc2)C1=O (stereo not given),-3,1.9,-1,1,2,-1,0,-1,-0.2
Cc1cc2ncc(-c3ccccc3)nc2cc1C,2,2.0,4,3,5,-2,1,5,0.2
O=C(c1cnc2n(c1=O)CCS2)N1CCN(c2ccc(Cl)c(Cl)c2)CC1,-1,-1.2,15,3,-1,-3,3,6,0.2
Cc1ccccc1NC(=O)OCc1cccnc1Oc1ccc(Cl)cc1,-6,-1.6,5,-3,1,-11,0,-4,0.3
N#Cc1ccc(-c2ccco2)nc1SCc1ccccc1,-3,1.3,-10,-1,2,-2,1,2,0.1
COc1cc(OC)cc(-c2sc3ccc(OC)cc3c2-c2ccc3cc[nH]c3c2)c1,.,.,9,.,.,.,0,4,-0.1
Cc1ccc(-c2nnc(SC(C)C(=O)NCC3CCCO3)nc2-c2ccc(C)cc2)cc1 (stereo not given),4,-2.9,-4,2,5,-4,3,-4,0.1
Cc1ccccc1OCC(=O)N/N=C/c1ccccn1,0,5.8,8,1,5,3,6,0,0.1
O=[N+]([O-])/C=C1\C=CC=CN1Cc1ccc(Cl)cc1,-2,-0.9,-28,2,5,0,0,-1,0.0
COc1ccc(OC)c(C2CC(=O)N3CN(c4ccc(C)c(Cl)c4)CSC3=C2C#N)c1 (stereo not given),1,0.0,-1,-25,-17,0,1,-2,-0.1
COc1ccc(OCC(O)CN2CCCCCC2)cc1 (stereo not given),-6,-1.3,-12,2,-3,1,0,1,0.1
CCOC(=O)C(=O)N=Nc1c(O)[nH]c2ccccc12,5,-2.2,-4,2,0,11,.,-3,0.3
Cc1ccccc1NC(=O)Cc1nc(CSc2nnc(C3CCCCC3)n2N)cs1,4,0.8,2,-3,-5,-8,1,2,-0.1
CCCC(=O)N(C1CC(C)C(C#N)(C#N)C1(C#N)C#N)N(C)C (stereo not given),1,-5.0,36,7,5,-2,1,7,0.0
O=C1COc2ccc(C(=O)COC(=O)c3cccnc3Cl)cc2N1,1,-0.6,0,-1,-1,0,0,6,-0.1
COc1cc(/C=C/C(=O)c2ccc(NS(=O)(=O)c3ccc(C)cc3)cc2)cc(OC)c1O,-3,3.5,-175,4,2,-7,3,-6,0.0
CCOc1c(N2CC(C)OC(C)C2)c(=O)c1=O (stereo not given),-1,2.1,12,5,5,3,0,0,0.2
COc1ccc(NC(=O)CSc2nc(-c3ccncc3)nn2CC(=O)N2CCCC2)cc1,0,2.5,3,6,0,-3,1,-2,-0.1
CCN(CC)S(=O)(=O)c1cccc(-c2nc3n(n2)Cc2ccccc2-3)c1,0,3.1,-16,6,0,-5,0,-1,0.0
CCCCOc1ccc(-c2nnc(-c3ccco3)o2)cc1,6,0.6,-17,5,3,-29,24,-3,-0.1
COc1ccccc1NCCC(=O)OCC(=O)Nc1ccccc1Cl,.,.,7,.,.,.,0,1,-0.2
CC[C@H](C)[C@H](NS(=O)(=O)c1ccc(C)cc1)C(=O)N1CCC(C(=O)N[C@@H](C)C(=O)O)CC1,3,3.1,-8,9,1,-3,0,3,0.0
Cc1ccc(-n2c(=O)[nH]cc(C(=O)Nc3ccc4c(c3)OCO4)c2=O)cc1C,2,2.6,29,2,4,10,5,2,0.1
COc1ccc(S(=O)(=O)N2CCN(CC(=O)NC(Cc3ccccc3)C(C)=O)CC2)cc1 (stereo not given),.,.,29,.,.,.,0,-1,-0.3
CCCC(=O)Nc1ccc(N2CCN(S(C)(=O)=O)CC2)cc1,-1,0.1,3,2,-5,0,1,1,0.0
CCN(CC)CCC(C)OC(=O)c1ccc(O)cc1O (stereo not given),-1,.,15,4,4,-1,0,7,0.1
CCCN(CCC)CCCNS(=O)(=O)c1cc(Br)cc2c1N(C(C)=O)CC2,-4,-0.6,10,2,1,3,0,-2,0.1
O=S(=O)(c1ccc(-c2ccccc2)cc1)N1CCCC1,-3,-3.3,5,10,0,3,0,3,0.1

# Next section:
SMILES,Fam108B counter,MEX-5 binding,VLA-4 inh,BCLXL inh,MCL1-BIM inh,PME-1 primary,GRK2 inh,GLD-1 TGE inh,Efflux pump inh
COc1cccc(-c2c3c([nH]c(=O)c2C#N)CCc2cc(OC)ccc2-3)c1,-1,-0.2,-83,5,5,5,0,8,0.3
CCC1(C)Cc2c(sc3c2c2ncnn2c2nnc(SCC(=O)NCc4ccco4)n32)CO1 (stereo not given),0,-0.8,-8,-2,-10,0,6,6,-0.1
NC(=O)C1CCCN(C(=O)c2ccc3oc(Cc4ccc(Cl)cc4)nc3c2)C1 (stereo not given),2,-0.3,-5,0,13,7,0,-2,0.0
O=C(Nc1ncc2c(n1)-c1ccccc1CC2)c1ccc(F)cc1,-1,-0.1,8,0,5,-6,6,-2,-0.1
CSc1nc(N2CCN(c3ccccc3Cl)CC2)c2ccccc2n1,-3,-0.5,-108,-1,-4,-2,0,-4,0.0
CCOC(=O)c1nnn(CC(=O)Nc2cc(Cl)ccc2C)c1C(=O)OCC,-2,1.3,18,1,1,5,0,3,0.0
CNS(=O)(=O)c1cccc(C(=O)OCCCC(=O)c2ccccc2)c1,.,.,-1,5,6,4,0,4,-0.1
CCC(=O)N/C=C/n1cnc2cc(C(F)(F)F)ccc21,1,1.1,5,2,2,4,0,4,0.1
O=C(O)c1ccccc1C(=O)NCC(O)c1ccccc1 (stereo not given),1,-1.3,-2,2,4,-5,1,-8,0.1
COc1ccc(NC2=C(NCCO)C(=O)c3ccccc3C2=O)cc1,1,-2.1,33,3,7,2,0,-2,0.1
COc1ccc(C(=O)NC(=S)N2CCOCC2)cc1[N+](=O)[O-],8,-1.5,9,1,7,0,0,3,0.3
COc1cccc(Nc2nc(N)c([N+](=O)[O-])c(NCc3ccccc3)n2)c1,-19,0.2,8,1,-6,-22,.,1,-0.1
COc1cc(C2N3CC4(C)CN2CC(C)(C3)C4)ccc1O (stereo not given),-2,-1.9,0,-3,0,-3,0,-1,0.4
CN(C)S(=O)(=O)N1CCN(C(=O)N2CCCCCC2)CC1,0,-1.6,21,-2,-5,-4,3,2,0.1
O=C(NCC1CCCN(Cc2ccc3c(c2)OCCO3)C1)c1ccc2c(c1)OCO2 (stereo not given),5,-0.1,-1,1,-1,1,0,1,-0.2
O=C(NCc1ccccc1Cl)C(=O)NCC(c1ccco1)N1CCOCC1 (stereo not given),-3,0.8,-3,8,-1,2,1,4,-0.1
COc1ccc(S(=O)(=O)N2CCN(c3cnccn3)CC2)cc1OC,.,.,8,.,.,.,4,8,-0.2
COc1cc(C(=O)N(C)CC2CCN(CCc3cccc(C(F)(F)F)c3)CC2)ccc1C,4,-0.1,11,3,4,-5,0,-3,0.2
Cc1[nH]n(-c2ccc([N+](=O)[O-])cc2)c(=O)c1C=NCCN1CCN(C(=O)C(C)C)CC1,5,-0.5,22,3,11,-2,3,5,-0.1
Cc1cccc(NS(=O)(=O)c2ccc(C)c(C(N)=O)c2)c1,-1,-0.8,5,-4,-4,-1,1,-1,-0.1

# Whole records from above. Order of values: Fam108B counter, MEX-5 binding, VLA-4 inh, BCLXL inh, MCL1-BIM inh, PME-1 primary, GRK2 inh, GLD-1 TGE inh, Efflux pump inh
# Cc1cccc(NS(=O)(=O)c2ccc(C)c(C(N)=O)c2)c1 is listed as -1, -0.8, 5, -4, -4, -1, 1, -1, -0.1
# COc1ccc(C(=O)NC(=S)N2CCOCC2)cc1[N+](=O)[O-] is listed as 8, -1.5, 9, 1, 7, 0, 0, 3, 0.3

# New compounds follow:
SMILES,Fam108B counter,MEX-5 binding,VLA-4 inh,BCLXL inh,MCL1-BIM inh,PME-1 primary,GRK2 inh,GLD-1 TGE inh,Efflux pump inh
O=C(c1ccc2nc[nH]c2c1)N1CCN(S(=O)(=O)c2cccc(F)c2)CC1,0,3.8,-2,2,3,5,3,-3,-0.1
CCN(CC)C(=O)CSc1nnc(COc2ccc(OC)cc2)n1N,1,0.7,3,6,1,-8,2,-3,0.4
Cc1cccc(NC(=O)Cc2ccc(Br)cc2)n1,2,2.0,6,6,10,-1,3,8,-0.5
O=C(CNC(=O)c1ccccc1Br)N/N=C/c1cccnc1,-3,0.0,21,2,2,-5,0,1,0.0
CCc1cccc(NC(=O)CSCc2nc3sc(C)c(C)c3c(=O)[nH]2)c1,.,.,-25,1,-1,8,0,-1,-0.2
